Screening results as filed in PubChem.
Nrf2 inh = blocks Nrf2 signaling | A549 ARE-Fluc reporter, luciferase luminescence, 18-24 h | Potency, µM (doses to about 46 µM), without a hit: at the highest dose activity change, negative = inhibition, actives largely listed as inhibitors | actives 2.1% (n = 360,000); note: potency is the fitted concentration of half-maximal effect; % is set by controls: 0 for no effect and ±100 for the full control effect; nearly all actives have a fitted effect of over 60% in size
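Two sequential reads on A549 ARE_Fluc cells exposed to compound for 18-24 h: a CellTiter-Fluor fluorescence read for viability, then a luciferase luminescence read for Nrf2/ARE activity.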
IL2 activator = activators of IL-2 | IL-2 activation reporter assay, cell-based qHTS; stimulated with anti-CD3/CD4/CD28 beads; in transgenic mouse T cells | activation, % (series mostly up to about 46 µM) | actives 0.065% (n = 360,000); in the data active = activation above about 50%; inconclusive = mostly about 30% to 49%; note: 0% is about no effect
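First, unstimulated transgenic mouse T cells were exposed to compound for 60 min. Next, anti-CD3/anti-CD4-coated beads with anti-CD28 were added. Finally, after 18 h at 37 degrees C, EGFP and DsRed were imaged.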
Nrf2 activator = Nrf2 pathway activation. AREc32 ARE-luciferase reporter (MCF7-derived line), luminescence, 24 h. Potency, µM (highest dose often 46.1 µM), without a hit: top-dose activation, usual class: activators. AID 624171. actives 0.31% (n = 410,000); note: potency is the fitted concentration of half-maximal effect; % of control where 0% means no effect; nearly all actives have a fitted effect of over 65% in size
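ARE-driven firefly luciferase activity in AREc32 cells measured after a 24 hr compound exposure at 37 deg C, using Steady-Glo reagent and a 30 min room-temperature hold.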
EPAC2 agonist = EPAC2 (human) agonism; AID 720711; EPAC2 activation, biochemical qHTS; response scale: 100% = 6.5 mM cAMP response; Potency, µM (doses to about 154 µM), without a hit: top-dose activation, usual class: activators; Q8WZA2; actives 0.079% (n = 360,000); note: potency is the fitted concentration of half-maximal effect; nearly all actives have a fitted effect of over 50% in size
Target sequence (Q8WZA2 whole entry, looked up): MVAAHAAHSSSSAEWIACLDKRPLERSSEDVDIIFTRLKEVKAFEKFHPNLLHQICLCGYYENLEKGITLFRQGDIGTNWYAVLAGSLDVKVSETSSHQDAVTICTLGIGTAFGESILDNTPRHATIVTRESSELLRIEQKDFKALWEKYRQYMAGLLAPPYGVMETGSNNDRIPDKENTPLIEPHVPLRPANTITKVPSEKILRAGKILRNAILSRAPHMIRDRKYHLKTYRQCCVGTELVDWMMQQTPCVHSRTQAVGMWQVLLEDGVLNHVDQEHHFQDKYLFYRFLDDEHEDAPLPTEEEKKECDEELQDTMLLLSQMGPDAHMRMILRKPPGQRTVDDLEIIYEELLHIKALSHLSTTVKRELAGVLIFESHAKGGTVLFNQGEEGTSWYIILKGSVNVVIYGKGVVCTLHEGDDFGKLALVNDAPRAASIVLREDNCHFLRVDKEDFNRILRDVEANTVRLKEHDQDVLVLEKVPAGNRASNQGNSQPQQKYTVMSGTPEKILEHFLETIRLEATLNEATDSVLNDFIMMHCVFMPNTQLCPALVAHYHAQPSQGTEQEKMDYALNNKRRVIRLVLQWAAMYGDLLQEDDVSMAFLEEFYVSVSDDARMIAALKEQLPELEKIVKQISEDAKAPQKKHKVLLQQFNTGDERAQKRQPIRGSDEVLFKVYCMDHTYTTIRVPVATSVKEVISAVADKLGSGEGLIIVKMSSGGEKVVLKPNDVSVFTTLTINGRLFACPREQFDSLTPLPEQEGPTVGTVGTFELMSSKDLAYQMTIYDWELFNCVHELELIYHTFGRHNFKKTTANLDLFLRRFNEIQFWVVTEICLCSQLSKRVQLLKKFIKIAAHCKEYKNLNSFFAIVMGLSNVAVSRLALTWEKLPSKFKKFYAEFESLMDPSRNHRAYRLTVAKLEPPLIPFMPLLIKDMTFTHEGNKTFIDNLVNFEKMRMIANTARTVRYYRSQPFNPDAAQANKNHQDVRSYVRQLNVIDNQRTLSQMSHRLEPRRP
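Fluorescence exchange assay: 100 nM EPAC2 with 250 nM RAP1B-BODIPY-GDP and 50 uM GDP; compounds tested as a concentration-titration series (qHTS). Loss of Rap1-bound BODIPY-GDP fluorescence read at 480/540 nm; data normalized to 6.5 mM cAMP.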
ATXN viability = cell viability loss in ATXN counter-screen. S2 cells (HEK-293 line with an ATXN2-luciferase reporter) viability, CellTiter-Fluor protease fluorescence, 24 h. Potency, µM (highest dose often 56.7 µM), usual class: cytotoxic. actives 0.49% (n = 400,000); note: potency is the fitted concentration of half-maximal effect; nearly all actives have a fitted effect of over 40% in size
A549 tox = counter-screen for Nrf2 inhibitors: cytotoxicity in A549 cells; A549 ARE-Fluc cells, CellTiter-Fluor viability, 18-24 h; Potency, µM (doses to about 46 µM), without a hit: at the highest dose activity change, negative = cytotoxicity, usual class: inhibitors; actives 0.16% (n = 390,000); note: potency is the fitted concentration of half-maximal effect; % is set by controls: 0 for no effect and ±100 for the full control effect
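Cytotoxicity counterscreen: CellTiter-Fluor fluorescence was measured in A549 ARE_Fluc cells after 18-24 h of compound exposure in a concentration series. The subsequent BugLite luminescent read reports ARE-luciferase activity.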
ATXN2 expr inh = ATXN2 expression inhibition | HEK-293 ATXN2-luciferase reporter, luminescence, 24 h | Potency, µM (highest dose often 57 µM), inactives show top-dose activity change, negative = inhibition, usual class: inhibitors | actives 0.72% (n = 360,000); note: potency is the fitted concentration of half-maximal effect; % is set by controls: 0 for no effect and ±100 for the full control effect; nearly all actives have a fitted effect of over 55% in size
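qHTS (up to 57 uM final) was run with 24 h compound exposure of reporter cells at 37 °C. Each well was multiplexed: SteadyGlo luminescence measured ATXN2-luciferase expression after a fluorogenic Gly-Phe-AFC viability readout (25 uM final).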
HepG2 tox = HepG2 cytotoxicity, counter-screen for TGF-b inhibitors; HepG2 CAGA-GFP viability, ATP luminescence, 18 h; Potency, µM (top dose mostly 46.1 µM), for inactives: top-dose activity change, negative = cytotoxicity, actives largely listed as cytotoxic; actives 0.76% (n = 410,000); note: potency is the fitted concentration of half-maximal effect; some results filed as inactive show a strong effect at the top dose
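HepG2 CAGA-GFP cells (1000/well, DMEM with 1% FBS) received compound, then TGF-beta at 500 pg/mL final, and were incubated 18 hours at 37 degrees C. Viability was read by CellTiter-Glo luminescence. Media-only wells were set as complete cell-killing and DMSO as no toxicity.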
TGFb SMAD3 inh = TGF-b pathway inhibition; HepG2 CAGA-GFP TGF-b/SMAD3 reporter, GFP fluorescence, 18 h; TGF-beta stimulated, 500 pg/mL final; Potency, µM (top dose mostly 46.1 µM), without a hit: top-dose activity, negative = inhibition, usual class: inhibitors; actives 1.2% (n = 410,000); note: potency is the fitted concentration of half-maximal effect; % is set by controls: 0 for no effect and ±100 for the full control effect; nearly all actives have a fitted effect of over 65% in size
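TGF-beta reporter screen: HEPG2 CAGA-GFP, 1% FBS, 500 pg/mL TGF-beta final, 18 h; per-cell GFP summed per well; curves fitted and categorized by class.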
An asterisk follows results filed as active; i = inactive; ? = inconclusive; / = no result given; & = joins results of further samples; [ ] = remark or other dose. Unless noted, calls come from the whole dose curve; as a rule, active = well fitted curve in the direction sought with a large enough effect; inconclusive = small, poorly fitted or top-dose-only effect, or another doubt; inactive = no such curve, though single readings can be large; an effect the other way counts as inactive or inconclusive.

nr	SMILES	Nrf2 inh	IL2 activator	Nrf2 activator	EPAC2 agonist	ATXN viability
1	Cc1cccc(CN2CCN(C(c3ccccc3)c3ccc(Cl)cc3)CC2)c1 (configuration not stated)	?	-0.3	0.3%	-4%	i
2	Cc1ccc(CNC(=O)CSc2nc(N3CCCCC3)nc(N3CCCCC3)n2)cc1	?	-2.9	0.0%	5%	i
3	CCCc1nnc(NC(=O)CCC(=O)NCCc2ccc(OC)c(OC)c2)s1	0%	-1.7	0.3%	16%	i
4	CN(c1ccccc1)c1ncccn1	3%	-0.1	-0.1%	4%	i
5	COc1cccc(NC(=S)N(CCN(C)C)C(C)c2ccncc2)c1 (configuration not stated)	11%	-0.9	0.8%	2%	i
6	CCOC(=O)C1(Cc2ccccc2)CCCN(Cc2ccc(OCC)c(CO)c2)C1 (configuration not stated)	-22%	-1.0	-0.8%	7%	i
7	COc1cc(CNCc2cccs2)ccc1OCc1ccccc1	27%	0.6	9.7%	9%	?
8	COc1ccc(Nc2nc(CC(C)=O)ns2)cc1	?	-0.1	3.6%	4%	i
9	O=C(O)c1ccccc1NC(=O)C1CCN(S(=O)(=O)c2ccc3c(c2)OCCO3)CC1	/	-1.0	0.0%	3%	i
10	COCCN(CCOC)Cc1cc(=O)oc2cc(C)c(Cl)cc12	/	-0.5	0.0%	3%	i
11	CCS(=O)(=O)N1Cc2ccccc2CC1C(=O)NCCc1ccccc1 (configuration not stated)	12%	0.1	4.2%	-4%	i
12	O=C(CCCn1c(=O)[nH]c2ccsc2c1=O)N1CCCCC1	19%	-0.9	-0.2%	7%	i
13	Cc1sc(NC(=O)CN(Cc2ccccc2)C(=O)C2CC2)c(C(N)=O)c1C	-3%	0.5	0.9%	8%	i
14	NC(CCc1ccccc1)c1csc(Nc2ccc(C(=O)NCCO)cc2)n1 (configuration not stated)	/	0.1	4.5%	7%	i
15	O=C(CSCc1ccccc1Cl)NN=C1CCCCCC1	1%	0.0	-0.6%	-2%	i

nr	A549 tox	ATXN2 expr inh	HepG2 tox	TGFb SMAD3 inh
1	-11%	-12%&-19%&-18%	-32%	-26%
2	?	-11%	1%	20%
3	0%	4%	3%	-3%
4	-1%	-13%	-17%	5%
5	15%	/	23%	21%
6	6%	-5%	-26%	-8%
7	18%	0%	-24%	-26%
8	0%	38%	-1%	-3%
9	/	/	1%	-8%
10	/	1%	4%	-3%
11	3%	6%	5%	0%
12	1%	4%	6%	0%
13	-9%	-30%	-38%	?
14	/	2%	-1%	-5%
15	1%	5%	-21%	0%

(continued)
nr	SMILES	Nrf2 inh	IL2 activator	Nrf2 activator	EPAC2 agonist	ATXN viability
16	Cc1ccc(N(CC(=O)NCc2ccco2)C(=O)CCC(=O)Nc2nccs2)c(C)c1	0%	-0.6	-0.8%	11%	i
17	CCCCCCc1ccc(N2C[C@H](C)[C@@H](CC(=O)NCc3ccccc3)C2=O)cc1	6%	-4.7	-0.1%	-4%	i
18	COc1ccc(-n2c(=O)cc(N3CCN(c4ccccc4OC)CC3)[nH]c2=O)cc1	/	-1.8	-0.6%	-3%	i
19	COc1cccc(N/C=C/c2onc(C)c2[N+](=O)[O-])c1	30%	1.3	19%	-1%	i
20	CC(NC(=O)NC1CCCCC1)C(c1cccs1)N1CCN(c2ccccc2)CC1 (configuration not stated)	-3%	-3.4	-0.1%	-2%	?
21	Cc1ccc(S(=O)(=O)N2CCC(C(=O)OC(C)C(=O)NC3CCCCC3C)CC2)cc1 (configuration not stated)	0%	2.0	1.5%	2%	i
22	Cc1cc(C)n2nc(-c3cccnc3)nc2n1	/	-3.1	1.4%	2%	i
23	CCOC(=O)C1CCN(C(=O)c2cccc(NC3=NC4CS(=O)(=O)CC4S3)c2)CC1 (configuration not stated)	5%	1.1	0.4%	3%	i
24	CC(C)(C)c1cc(NCc2ccccn2)n2ncc(-c3ccc(Cl)cc3)c2n1	0%	-0.3	-0.6%	0%	i
25	O=C(Nc1cccc(S(=O)(=O)N2CCCCCC2)c1)c1ccc2ccccc2n1	0%	-5.1	5.0%	2%	?
26	O=C(CSc1nc(-c2ccccc2)cc(=O)[nH]1)N1CCc2ccccc21	-9%	-0.7	3.4%	0%	i
27	O=[N+]([O-])c1ccc(NCCCNS(=O)(=O)c2ccc(Cl)cc2)c(Cl)c1	-7%	-3.9	-0.5%	13%	?
28	COc1ccc(OC)c(NC(=O)CSc2c3c(nc4cc(Cl)ccc24)CCCC3)c1	1%	/	?	/	/
29	CC(=O)c1ccc(-n2c(-c3cc(-c4ccsc4)n[nH]3)n[nH]c2=S)cc1	-16%	-1.9	?	1%	i
30	O=S(=O)(c1ccc2c(c1)OCCO2)N1CCC(O)(c2ccc(Cl)cc2)CC1	?	-3.4	0.5%	7%	i

nr	A549 tox	ATXN2 expr inh	HepG2 tox	TGFb SMAD3 inh
16	0%	3%	14%	-3%
17	-1%	6%	11%	?
18	-7%	-8%	-5%	8%
19	-16%	1%	5%	-1%
20	-14%	-2%	-20%	5%
21	-2%	/	-13%	-18%
22	2%	6%	2%	?
23	-7%	40%[activator]	2%	-10%
24	2%	/	-12%	-13%
25	-2%	36%	56%	7%
26	-6%	2%	-84%	-1%
27	-7%	?	-24%	-25%
28	-7%	/	-46%	10µM*
29	6%	1%	-3%	6%
30	-16%	33%[activator]	-18%	?

A different layout for part of the listing above.
entry	molecule	Nrf2 inh	IL2 activator	Nrf2 activator	EPAC2 agonist	ATXN viability	A549 tox	ATXN2 expr inh	HepG2 tox	TGFb SMAD3 inh
18	COc1ccc(-n2c(=O)cc(N3CCN(c4ccccc4OC)CC3)[nH]c2=O)cc1	/	-1.8	-0.6%	-3%	i	-7%	-8%	-5%	8%
19	COc1cccc(N/C=C/c2onc(C)c2[N+](=O)[O-])c1	30%	1.3	19%	-1%	i	-16%	1%	5%	-1%
20	CC(NC(=O)NC1CCCCC1)C(c1cccs1)N1CCN(c2ccccc2)CC1 (configuration not stated)	-3%	-3.4	-0.1%	-2%	?	-14%	-2%	-20%	5%
21	Cc1ccc(S(=O)(=O)N2CCC(C(=O)OC(C)C(=O)NC3CCCCC3C)CC2)cc1 (configuration not stated)	0%	2.0	1.5%	2%	i	-2%	/	-13%	-18%
22	Cc1cc(C)n2nc(-c3cccnc3)nc2n1	/	-3.1	1.4%	2%	i	2%	6%	2%	?
23	CCOC(=O)C1CCN(C(=O)c2cccc(NC3=NC4CS(=O)(=O)CC4S3)c2)CC1 (configuration not stated)	5%	1.1	0.4%	3%	i	-7%	40%[activator]	2%	-10%
24	CC(C)(C)c1cc(NCc2ccccn2)n2ncc(-c3ccc(Cl)cc3)c2n1	0%	-0.3	-0.6%	0%	i	2%	/	-12%	-13%
25	O=C(Nc1cccc(S(=O)(=O)N2CCCCCC2)c1)c1ccc2ccccc2n1	0%	-5.1	5.0%	2%	?	-2%	36%	56%	7%
26	O=C(CSc1nc(-c2ccccc2)cc(=O)[nH]1)N1CCc2ccccc21	-9%	-0.7	3.4%	0%	i	-6%	2%	-84%	-1%
27	O=[N+]([O-])c1ccc(NCCCNS(=O)(=O)c2ccc(Cl)cc2)c(Cl)c1	-7%	-3.9	-0.5%	13%	?	-7%	?	-24%	-25%

Further entries follow:
nr	SMILES	Nrf2 inh	IL2 activator	Nrf2 activator	EPAC2 agonist	ATXN viability
31	O=C(N/N=C/c1cccc([N+](=O)[O-])c1)c1cc(-c2ccc3c(c2)OCO3)n[nH]1	-11%	-2.7	3.1%	7%	i
32	Oc1[nH]c2ccc(Br)cc2c1N=NC(=S)NCC1CCCO1 (configuration not stated)	?	-6.1	4.7%	7%	?
33	O=C(COC(=O)c1cccc(S(=O)(=O)N2CCc3ccccc32)c1)Nc1ccc(Cl)cn1	7%	-0.8	-0.6%	16%	i
34	Cc1cccc(N2CCN(C(=O)C3CCN(S(=O)(=O)c4c(C)noc4C)CC3)CC2)c1C	?	-0.5	-0.4%&0.3%	17%	i
35	c1ccc(NC2=NCCN2CCCC2CCCC2)cc1	3%	0.0	0.1%	-1%	i
36	Cc1ccc(S(=O)(=O)N2C[C@H]3[C@H]4C(=O)N(c5ccccc5)C(=O)[C@H]4C[C@H](OC(=O)NCC4CCCCC4)[C@@]3(O)C2)cc1	/	-2.1	-0.6%	16%	i
37	CCC(c1nnc(SCCNCCO)n1CCN1CCOCC1)N(C)C (configuration not stated)	11%	0.3	0.2%	7%	i
38	COC(=O)c1ccc2c(=O)n(CCN3CCOCC3)c(SCC(=O)Nc3cccc(OC)c3)nc2c1	-28%	-2.9	-0.6%	0%	i
39	CNc1cnc(-c2ccsc2)cn1	/	0.4	10.0%	0%	i
40	COc1ccc(OC)c(S(=O)(=O)N2CCC(C(=O)N3CCCC3)CC2)c1	19%	1.9	0.9%	-2%	i
41	O=C(COC(=O)C1CCN(c2ccc(C(F)(F)F)cn2)CC1)NCc1ccc(F)cc1	-4%	-0.2	0.0%	-1%	i

nr	A549 tox	ATXN2 expr inh	HepG2 tox	TGFb SMAD3 inh
31	2%	-23%	4%	?
32	-3%	-15%	0%	-4%
33	12%	/	-10%	2%
34	-11%&-13%	-23%&-3%	-13%&-26%	?
35	2%	-10%	-17%	1%
36	/	0%	-15%	3%
37	0%	-3%	-22%	-15%
38	-4%	5%	-8%	4%
39	/	22%	0%	-3%
40	-2%	1%	0%	30%
41	1%	7%	-13%	-3%
